# STK33 kinase inh – inhibitors of human STK33 kinase. Q9BYT3. purified STK33, MBP phosphorylation, ADP-Glo luminescence. inhibition, % at 10 µM. 320,000 tested, 0.073% active. AID 2661;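 active means inhibition at or above 25%, using the most active replicate where run in duplicate; inactive means inhibition below 25%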
# Target sequence (Q9BYT3 whole entry, looked up): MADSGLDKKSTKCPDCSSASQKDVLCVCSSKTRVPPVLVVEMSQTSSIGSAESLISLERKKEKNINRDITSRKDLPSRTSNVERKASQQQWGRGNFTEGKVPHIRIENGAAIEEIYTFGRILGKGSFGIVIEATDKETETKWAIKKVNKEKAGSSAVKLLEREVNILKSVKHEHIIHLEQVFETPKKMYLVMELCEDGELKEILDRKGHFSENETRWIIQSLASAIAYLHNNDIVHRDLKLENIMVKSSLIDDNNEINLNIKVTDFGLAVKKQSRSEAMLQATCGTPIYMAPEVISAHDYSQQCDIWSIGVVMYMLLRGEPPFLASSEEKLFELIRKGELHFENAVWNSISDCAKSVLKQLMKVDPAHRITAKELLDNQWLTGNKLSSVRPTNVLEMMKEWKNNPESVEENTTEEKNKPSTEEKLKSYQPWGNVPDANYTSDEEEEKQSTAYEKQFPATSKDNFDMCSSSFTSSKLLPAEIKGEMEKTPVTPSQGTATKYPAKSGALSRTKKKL
# OX1R antag – blocks the human orexin 1 receptor; inhibition, % at 6.6 µM; OX1R-expressing cells, FRET antagonist read-out; AID 485270; 330,000 tested, 1.8% active; O43613; in the data active means inhibition mostly above about 38%, no sharp cut-off; inactive means mostly below about 40%;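 further: 0% = agonist challenge alone and 100% = reference antagonist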
# Target sequence (O43613 whole entry, looked up): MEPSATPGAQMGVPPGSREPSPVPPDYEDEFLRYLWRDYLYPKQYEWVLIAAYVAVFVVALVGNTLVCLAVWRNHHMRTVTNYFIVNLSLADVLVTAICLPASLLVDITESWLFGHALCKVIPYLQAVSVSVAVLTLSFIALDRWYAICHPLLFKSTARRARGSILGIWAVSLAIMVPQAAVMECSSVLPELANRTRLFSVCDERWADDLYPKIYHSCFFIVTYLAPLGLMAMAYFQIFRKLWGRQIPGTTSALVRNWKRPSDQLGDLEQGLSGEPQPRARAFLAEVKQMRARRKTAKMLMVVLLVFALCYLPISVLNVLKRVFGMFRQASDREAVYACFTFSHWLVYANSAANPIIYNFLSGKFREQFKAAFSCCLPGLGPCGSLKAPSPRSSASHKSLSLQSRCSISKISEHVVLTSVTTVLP
# Active calls of the source: *; . = not tested or not shown.
SMILES,STK33 kinase inh,OX1R antag
O=C(Nc1ccc2nc(-c3cccs3)c(-c3cccs3)nc2c1)NC1CC1,0.7,57.9*
COc1cccc(NC(=O)CN(C)C(C)C(=O)N2CCCCC2)c1 (stereo unspecified),-1.1,9.1
c1coc(CNC2CCCCCCC2)c1,-2.6,0.6
Cc1ccc2c(=O)cc(C(=O)NC3CCS(=O)(=O)C3)oc2c1C (stereo unspecified),.,14.2
CN(C(=O)COC(=O)CN1C(=O)c2cccc([N+](=O)[O-])c2C1=O)c1ccccc1,-0.5,-0.1
O=C(Oc1cccc2cccnc12)c1ccc(Br)o1,-0.9,2.6
COc1ccc(-c2nc3c4ccccc4ccn3c2C=O)cc1,0.2,5.6
COc1ccc(C)cc1S(=O)(=O)Nc1cccc(Cl)c1,0.5,-9.5
CC(=O)N1CCOc2ccc(S(=O)(=O)NC(C)c3ccccc3)cc21 (stereo unspecified),0.8,6.9
COC(=O)c1cccc(NC(=O)c2ccco2)c1,1.8,14.9
COc1cccc(CN(C)C(=O)c2cc(S(=O)(=O)NC3CCCCC3)ccc2C)c1OC,-1.6,9.7
Cc1ccnc(NC(=O)CCC(=O)N(CC(=O)NC(C)(C)C)C2CCCC2)c1,-1.1,10.2
O=C(NCc1n[nH]c(=S)n1-c1cccc(Cl)c1)c1cccs1,0.5,16.5
Clc1cccc(Cl)c1CNC1CCCC1,-0.2,-1.3
O=c1c2c(ncn2C2CCCC2)n(Cc2ccccc2)c(=O)n1CCOc1ccc(Br)cc1,-2.3,27.2
O=C(N/N=C/c1ccc(N2CCCC2)c([N+](=O)[O-])c1)c1cccnc1,4.2,38.7
Cc1c(C(=O)Oc2ccc(-c3cnc4ccccc4n3)cc2)cccc1[N+](=O)[O-],-1.0,11.3
CCc1ccccc1NC(=O)COc1ccc(N2CC(C(N)=O)CC2=O)cc1 (stereo unspecified),1.0,8.3
C/C(=N\NC(=O)c1cc(C)nc2ccccc12)c1ccco1,0.9,33.4
CCOc1ccc(N2C(=O)C3C4C=CC(CC4)C3C2=O)c([N+](=O)[O-])c1 (stereo unspecified),0.1,16.6
O=C(c1ccc(Cl)cc1)c1oc2ccccc2c1CS(=O)c1ccccc1 (stereo unspecified),-0.2,32.3
CC(C)N(C(=O)COC(=O)c1ccc(Cl)c(S(N)(=O)=O)c1)C(C)C,-0.1,2.6
CC(=O)N1N=C(N)SC12CCCC2,-0.8,-6.4
CC1c2[nH]c3ccccc3c2C[C@H]2C(=O)N(CCO)CC(=O)N12 (stereo partly specified),0.2,-3.8
Cc1ccc(OC(=O)c2cc(=O)c3ccccc3o2)cc1,0.2,9.6
# (listing goes on)
SMILES,STK33 kinase inh,OX1R antag
CCOC(=O)C1(Cc2cccc(F)c2)CCN(Cc2nc(CC)[nH]c2C)CC1,-0.9,18.6
CS(=O)(=O)N(Cc1ccccc1Cl)c1ccc(C(=O)NCc2cccnc2)cc1,-0.4,16.3
CC1(C)Cc2nc3oc4c(N5CCOCC5)ncnc4c3cc2CO1,0.9,11.9
COc1cc(NC(=O)c2sc3ncn(CC(=O)N4CCCC(C)C4)c(=O)c3c2C)cc(OC)c1OC (stereo unspecified),-0.5,8.7
CN(C)c1nc2c(N)ncnc2n1[C@H]1O[C@@H](CO)[C@H](O)[C@@H]1O,0.4,.
O=C(NCCCO)c1cc([N+](=O)[O-])cc2c1C=Cc1ccccc1O2,-0.1,20.2
O=C(N/N=C/c1ccco1)c1ccccc1OCc1ccccc1Cl,-0.7,17.0
CCSC1=C(C#N)C2(CCCCC2)C2=C(CC(C)(C)CC2=O)N1,-2.3,19.9
O=C(CCN1CCN(c2ccccc2)CC1)N/N=C/c1ccccc1O,-0.9,3.1
O=C(O)c1ccccc1SCC(=O)N1CCc2ccccc21,-1.6,15.1
Cc1ccc(C)c(Oc2cc(NN3CCCCC3)c([N+](=O)[O-])cc2[N+](=O)[O-])c1,0.2,5.1
CC(=O)c1ccc(N2CCN(C(=O)Cn3c(=S)[nH]c4ncccc4c3=O)CC2)cc1,-1.8,13.3
CN(C)C(CNC(=O)c1cccc(NS(=O)(=O)c2ccc(Br)cc2)c1)c1ccco1 (stereo unspecified),0.0,14.2
CCOC(=O)c1c(C)[nH]c(O)c1C=Nc1ccc(Cl)cc1,0.4,12.7
O=C(O)c1cccc2c1C(=O)c1ccccc1C2=O,-0.5,85.0*
O=C(O)CC1(CC(=O)Nc2ccc3sccc3c2)CCCCC1,1.2,13.2
O=C(C1CC1)N1CCC(Oc2cccc(C(=O)N3CCCCC3CCO)c2)CC1 (stereo unspecified),-0.6,23.9
O=C(C1CCCO1)N1CCN(C(=S)Nc2ccc(Cl)c(Cl)c2)CC1 (stereo unspecified),-2.2,7.6
C/C=C(\C)CN1CCc2cc(OC)c(OC)cc2C1,-1.7,4.0
Cc1cc(C)n(C(=O)CNc2ccccc2Cl)n1,0.6,23.5
CSCCC(NC(=O)c1ccc(C)o1)C(=O)O (stereo unspecified),0.6,6.0
CCCc1nc2ccccc2c(C(=O)OCC(=O)NCc2ccc3c(c2)OCO3)c1CC,-0.2,43.0
CCOC(=O)C1(Cc2cccc(Cl)c2)CCCN(C(=O)c2ccc(C)nc2)C1 (stereo unspecified),-1.0,4.6
CC1(C)CC(=O)C2=C(C1)N1C(=C(C#N)C2c2ccc(Cl)cc2)N=C(N)c2ccccc21 (stereo unspecified),0.0,21.8
C(#Cc1ccccc1)Cn1nnc2ccccc21,-2.0,21.1

# Reformatted: results already given.
Molecule	STK33 kinase inh	OX1R antag
CCc1ccccc1NC(=O)COc1ccc(N2CC(C(N)=O)CC2=O)cc1 (stereo unspecified)	1.0	8.3
C/C(=N\NC(=O)c1cc(C)nc2ccccc12)c1ccco1	0.9	33.4

# Next section:
SMILES,STK33 kinase inh,OX1R antag
COC(=O)C(CC(C)C)NC(=O)c1ccc([N+](=O)[O-])cc1 (stereo unspecified),-0.8,63.6
CC(C)(C)C1=NN(c2ccc([N+](=O)[O-])cc2)C(c2ccccc2)C1 (stereo unspecified),-0.7,20.3
COc1ccc(NC(=O)c2ccccc2N(Cc2ccccc2)S(C)(=O)=O)c(OC)c1,-8.1,-1.8
COc1ccc(OC)c(NC(=O)c2ccc3nc(-c4ccccc4)c(-c4ccccc4)nc3c2)c1,-3.1,11.1
Cc1cc(C)n(CC(=O)NC2CCCc3c2cnn3-c2ccccc2F)n1 (stereo unspecified),-0.1,5.2
CCN(CC(=O)Nc1ccc(NC(C)=O)cc1)c1ccc(C(F)(F)F)cn1,-0.9,6.5
CCOC(=O)Cc1csc(NS(=O)(=O)c2ccc(C(F)(F)F)cc2)n1,-1.8,12.7
O=C(N/N=C/c1cc2c(cc1[N+](=O)[O-])OCO2)c1cccnc1,-1.2,42.5
Cc1ccc(N=C2S/C(=C/c3cccc(OCC(=O)O)c3)C(=O)N2C)cc1C,7.3,12.2
CN(C(=O)COc1cc(=O)n(C)c2ccccc12)c1ccc(Br)cc1,0.0,14.5
Cc1cc(Br)cc(C=Nc2ccc(N3CCOCC3)cc2)c1O,-1.0,19.1
CCC(=O)c1ccc(OCc2ccccc2)c(OC)c1,-2.1,21.5
NC(=O)c1ccc(N2CCCCCC2)c([N+](=O)[O-])c1,3.1,10.8
Cc1cccc(Nc2ncnc3c2cnn3Cc2ccccc2)c1,-1.2,16.4
COc1ccc(Br)cc1CN(C)CC(=O)NCCc1ccc(S(N)(=O)=O)cc1,0.4,20.0
CCCCc1c(O)c2cccc3c2n(c1=O)CCC3,-1.2,7.2
Cc1ccc(S(=O)(=O)NCc2ccccc2)cc1C(=O)N1CCN(c2ccccc2)CC1,-0.6,21.6
CC(C)C[C@H]1CN=C(Nc2ccccc2)N1CCC1CCCC1,-1.2,21.7
COc1ccc2[nH]c3c(N4CCN(Cc5ccc6c(c5)OCO6)CC4)ncnc3c2c1,2.2,27.7
O=C(C1COc2ccccc2O1)N1CCN(Cc2ccccc2)CC1 (stereo unspecified),-1.4,7.3
COCCn1c(=NC(=O)CCS(=O)(=O)c2ccccc2)sc2cc(C)ccc21,-2.3,18.4
Cc1cc(C(=O)CN2C(=O)NC3(CCCCC3)C2=O)c(C)n1C,0.0,7.6
COc1ccc(C(=O)N/C(=C\c2cn(C)c3ccccc23)C(=O)NCCCn2ccnc2)cc1,0.6,2.9
O=C(c1cccc(F)c1)N1CCN(Cc2ccc3c(c2)OCO3)CC1,-1.1,0.4
CCNC(=O)C1CC(=O)N(Cc2ccc3c(c2)OCO3)C(=Nc2ccc(OCC)cc2)S1 (stereo unspecified),-0.1,15.6
# More records:
SMILES,STK33 kinase inh,OX1R antag
Cc1cc(C)cc(NC(=O)c2cnn(-c3ccccc3)c2C2CCNCC2)c1,-1.6,13.5
CCC(=O)N1c2ccccc2C(N(C(C)=O)c2ccccc2)CC1C (stereo unspecified),-1.1,4.9
CCOCCCNC(=S)N(Cc1ccccc1)Cc1nc2ccccc2c(=O)[nH]1,-2.7,15.5
CC(C)(C)c1ccccc1NC(=O)C1=COCCO1,0.2,6.0
CSc1cccc(NC(=S)NCCCN2CCN(c3ccc(F)cc3)CC2)c1,-0.9,-0.2
CC(=O)Nc1ccc(NC(=O)CSc2nnc3c4ccccc4n(C)c3n2)cc1,-1.0,42.4
O=C(Nc1cccc(S(=O)(=O)N2CCCCC2)c1)c1ccc(Cl)nc1,0.5,9.9
CC(=O)Nc1ccc2c(c1)nc1n2CCSC1,4.5,11.8
CCn1cc(C(=O)N2CCN(c3ccc(C(C)=O)cc3)CC2)c2cc(OC)c(OC)cc2c1=O,-1.4,6.1
Cc1cc(=O)n(Cc2ccc(OC(C)C)cc2)c(=S)[nH]1,0.3,9.3
COc1ccc(CNC(=O)[C@H](C)NC(=O)C2CC(=O)N(c3ccc(OC)cc3)C2)cc1 (stereo partly specified),-1.2,6.8
CCCN(CCC)C(=O)CSc1ncccc1C(=O)O,-0.2,-4.1
COc1ccc(S(=O)(=O)N2CCN(C)CC2)cc1C,0.6,5.2
O=C1N/C(=C/c2ccco2)C(=O)N1Cc1ccccc1F,-1.8,-2.4
Clc1ccc(C(c2nnnn2C2CCCC2)N2CCSCC2)cc1 (stereo unspecified),-1.3,11.3
Cc1ccc2nsnc2c1NS(=O)(=O)c1c(C)ccc2nsnc12,-0.9,37.0
Cn1c(N)c(C(C[N+](=O)[O-])c2ccccc2Cl)c(=O)n(C)c1=O (stereo unspecified),-1.1,3.6
CCN(CC)S(=O)(=O)c1ccc(C(=O)NCC2(N3CCOCC3)CCCCC2)cc1,-0.9,5.5
Cc1ccc(SCCNS(=O)(=O)c2ccc3c(c2)OCCO3)cc1,0.4,29.1
CCCCNc1c(-c2ccc(OC)c(SC3CCCCC3)c2)nc2ccc(C)cn12,.,31.7*
CS(=O)(=O)Cc1ccc(C(=O)NC2CCSc3ccccc32)cc1 (stereo unspecified),-0.8,8.0
Cc1ccc(C(=O)N/C(=C\c2ccccc2)C(=O)NCc2ccncc2)cc1,-0.4,16.5
Nc1nc(CSc2nc3ccccc3s2)nc(N2CCOCC2)n1,-1.3,30.6
COc1cccc(C(C(=O)NC2CCCC2)N(C(=O)c2ccco2)c2ccc(NC(C)=O)cc2)c1OC (stereo unspecified),-1.8,8.7
O=C(NC1CCCCC1)N1CCCCCCC1,-1.6,3.2

# In the list so far, these have a COOH group:
SMILES,STK33 kinase inh,OX1R antag
O=C(O)c1ccccc1SCC(=O)N1CCc2ccccc21,-1.6,15.1
O=C(O)c1cccc2c1C(=O)c1ccccc1C2=O,-0.5,85.0*
O=C(O)CC1(CC(=O)Nc2ccc3sccc3c2)CCCCC1,1.2,13.2
CSCCC(NC(=O)c1ccc(C)o1)C(=O)O (stereo unspecified),0.6,6.0
Cc1ccc(N=C2S/C(=C/c3cccc(OCC(=O)O)c3)C(=O)N2C)cc1C,7.3,12.2
CCCN(CCC)C(=O)CSc1ncccc1C(=O)O,-0.2,-4.1

# (more compounds)
SMILES,STK33 kinase inh,OX1R antag
Cc1ccc(NC(=O)CSc2nc(=O)n(CCCN3CCOCC3)c3c2CCCC3)c(C)c1,0.2,8.9
Cc1ccc(C(=O)NCCc2nnc3c(C(F)(F)F)cc(Cl)cn23)o1,-1.0,19.2
CC(C)C(c1nnnn1Cc1ccco1)N1CCN(c2nc3ccccc3s2)CC1 (stereo unspecified),0.6,11.4
Cc1cc(C)c(S(=O)(=O)N2CCOC2CNC(=O)C(=O)NCc2ccccn2)c(C)c1 (stereo unspecified),-2.0,17.9
CC(C)(C)c1ccc(C(=O)C2CCCN(C(=O)CCn3cncn3)C2)cc1 (stereo unspecified),-1.2,37.9
CCCOc1ccccc1/C=N/NC(=O)C1CC1,0.1,.
N#Cc1c2c(c[nH]c1=O)CCN2Cc1ccccc1,0.5,6.1
Cc1c(CNC2CCCC2)c(C(=O)O)c(C)n1Cc1ccccc1,-0.3,2.1
CC(=O)Nc1ccc(C(=O)/C=C/c2ccc[nH]2)cc1,0.1,11.3
Cc1cc(C)cc(NC(=O)C(=O)NCc2ccccn2)c1,0.1,9.5
Cc1ccc(OCC(=O)NNC(=O)Cn2c(=O)cnc3ccccc32)cc1,-0.9,14.1
O=C(COc1ccc(F)cc1)Nc1nnc(-c2ccncc2)s1,0.4,7.4
Cc1ccc(-c2cnc3cc(C)nn3c2)cc1,1.4,23.7
COc1ccc2c(OC)cc(-c3ccccc3)nc2c1,1.6,26.7
COc1cc2c(cc1OC)C[N+](C)(C)CC2,-0.3,14.8
Cc1cc(NC(=O)CCC(=O)N(c2ccccc2)C2(C(=O)NC3CCCCC3)CCCC2)no1,-0.7,24.7
Cc1cccc(NC(=O)c2ccc3c(c2)C(=O)N(Cc2cccnc2)C3=O)c1C,-1.5,19.5
CN(C)CCCNC(=O)c1ccc(Cl)c(S(=O)(=O)N2CCCCCC2)c1,-3.8,-2.9
O=C1CN(C(=O)CSc2nc3c(cnn3-c3ccccc3)c(=O)[nH]2)c2ccccc2N1,-1.3,6.8
Cc1cc(S(=O)(=O)N2CCOCC2)ccc1OCC(=O)N1CCOCC1,-1.7,23.3

# OX1R antag: hit marks shown above
SMILES,STK33 kinase inh,OX1R antag
O=C(Nc1ccc2nc(-c3cccs3)c(-c3cccs3)nc2c1)NC1CC1,0.7,57.9*
O=C(O)c1cccc2c1C(=O)c1ccccc1C2=O,-0.5,85.0*
CCCCNc1c(-c2ccc(OC)c(SC3CCCCC3)c2)nc2ccc(C)cn12,.,31.7*

# Compound activity: PubChem, several laboratories
